H37Rv inhibition = M. tuberculosis growth inhibition, HTS (AID 449762). inhibition, % at 25 µM; hits with a dose series show IC50 in µM. 330,000 tested, 0.59% active. M. tuberculosis H37Rv growth inhibition, 7H9 media; higher % means a stronger effect; in the data active = a potency from the dose series; inconclusive = inhibition above about 70% without an active follow-up result;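 note: bacterial growth assessed after seven days of incubation; strong numbers were not always called active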
VEEV TC-83 Vero = inhibitors of VEEV TC-83 cytopathic effect, confirmation, Vero cells (AID 588727). Vero cells, VEEV TC-83 cytopathic effect inhibition; higher % means a stronger effect. inhibition, % at 20 µM; hits with a dose series show IC50 in µM. 350,000 tested, 0.13% active; in the data active = a potency from the dose series; inconclusive = inhibition mostly from about 14% at the one dose, without a potency; inactive = the rest, 99 in 100 with inhibition below about 12%; note: strong numbers were not always called active
H1N1 NS1A inhibition = NS1A inhibition, H1N1 influenza, cell based functional assay (AID 504329); NS1A functional cell-based assay, percent inhibition; higher % means a stronger effect; inhibition, % at 12.5 µM; hits with a dose series show IC50 in µM; 340,000 tested, 0.3% active; in the data active = a potency from the dose series; inconclusive = inhibition above about 27% without an active follow-up result; note: strong numbers were not always called active
tuberculosis growth = growth inhibition of non-replicating M. tuberculosis (AID 488890); 320,000 tested, 0.39% active; inhibition, % at 25 µM, or IC50 in µM where a hit was titrated; Mycobacterium tuberculosis non-replicating, growth inhibition; higher % means a stronger effect; in the data active = a potency from the dose series; inconclusive = inhibition mostly from about 82% at the one dose, without a potency; inactive = the rest, 99 in 100 with inhibition below about 76%;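 note: plate controls were DMSO cells for no effect and high antibiotic wells for full effect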
Salmonella PhoP GFP = PhoP regulon inhibitors, Salmonella typhi PhoP promoter GFP reporter, confirmatory (AID 1850) | Salmonella Typhi PhoP-promoter GFP reporter, fluorescence, 4 h; higher % means a stronger effect | inhibition, % at 50 µM; hits with a dose series show IC50 in µM | 310,000 tested, 0.33% active; in the data active = a potency from the dose series; inconclusive = inhibition mostly from about 25% at the one dose, without a potency; inactive = the rest, 99 in 100 with inhibition below about 19%;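 note: 0% = induced wells with vehicle and 100% = uninduced wells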
* marks the source's active call; other numbers are inactive results.

Screening COc1ccc(C)cc1NC(=O)c1ccc2c(O)c(S(=O)(=O)c3ccccc3)c(=O)[nH]c2c1 returned H37Rv inhibition 43%, VEEV TC-83 Vero 1.1%, H1N1 NS1A inhibition 1%, tuberculosis growth 35% and Salmonella PhoP GFP 5%.
For CCOC(=O)c1cc(C#N)c(Nc2ccc(C)cc2)nc1C(F)(F)F the results were H37Rv inhibition 3%, VEEV TC-83 Vero 1.6%, H1N1 NS1A inhibition -3%, tuberculosis growth 32% and Salmonella PhoP GFP -1%.
For CC(=NCc1cccnc1)c1c(O)n(-c2ccc(Cl)cc2)c(=O)[nH]c1=O the results were H37Rv inhibition 0%, VEEV TC-83 Vero inactive, H1N1 NS1A inhibition -21%, tuberculosis growth -10% and Salmonella PhoP GFP 2%.
Screening CCOC(=O)COn1c(=O)c(-c2ccccc2)[n+]([O-])c2ccccc21 returned H37Rv inhibition 3%, VEEV TC-83 Vero 1.2%, H1N1 NS1A inhibition -7%, tuberculosis growth -9% and Salmonella PhoP GFP -1%.
`Cc1cccc2c(C(=O)N3CCN(c4ccccc4)CC3)cc(-c3ccncc3)nc12` gave H37Rv inhibition inconclusive, VEEV TC-83 Vero 4.0%, H1N1 NS1A inhibition -8%, tuberculosis growth 31% and Salmonella PhoP GFP 5%.
`COc1cc2c(cc1OC)CN(C(C)C(=O)Nc1cccc(S(=O)(=O)N3CCOCC3)c1)CC2` (stereo not drawn) gave VEEV TC-83 Vero 0.5% and H1N1 NS1A inhibition -3%.
Screening CC1CCN(C(=O)COC(=O)c2n[nH]c(=O)c3ccccc23)CC1 returned H37Rv inhibition -7%, VEEV TC-83 Vero 1.2%, H1N1 NS1A inhibition -4% and tuberculosis growth 0%.
CC(=O)Nc1nc2c(C)cc(NC(=O)C3CCCCC3)cc2s1 was read as H37Rv inhibition 2%, VEEV TC-83 Vero 1.0%, H1N1 NS1A inhibition 5%, tuberculosis growth -9% and Salmonella PhoP GFP 5%.
`Cc1csc(NC(=O)c2c(-c3c(F)cccc3Cl)noc2C)n1` gave H37Rv inhibition -2%, VEEV TC-83 Vero 8.5%, H1N1 NS1A inhibition -3% and tuberculosis growth 51%.
Screening CCOC(=O)N1CCC(NS(=O)(=O)c2ccc3c(c2)OCC(=O)N3)CC1 returned H37Rv inhibition -3%, VEEV TC-83 Vero 1.1%, H1N1 NS1A inhibition -2%, tuberculosis growth -8% and Salmonella PhoP GFP -6%.
Cc1cc(C)cc(Nc2c3c(nc4ncnn24)CCC3)c1 was read as H37Rv inhibition -5%, VEEV TC-83 Vero inactive, H1N1 NS1A inhibition 8%, tuberculosis growth -33% and Salmonella PhoP GFP -13%.
COc1ccc(CNC(=O)c2ccc(CS(=O)(=O)c3ccc(C)cc3)o2)cc1 was read as H37Rv inhibition -3%, VEEV TC-83 Vero 2.2%, H1N1 NS1A inhibition -14%, tuberculosis growth 15% and Salmonella PhoP GFP -5%.
`Cn1c2c(sc1=O)CCC2` gave VEEV TC-83 Vero inactive and H1N1 NS1A inhibition 4%.
Screening OCCN1CCN(c2nc3ccccc3nc2-c2ccccc2)CC1 returned H37Rv inhibition -2%, VEEV TC-83 Vero 1.5%, H1N1 NS1A inhibition -2%, tuberculosis growth 3% and Salmonella PhoP GFP 13%.
`CC1CN(S(=O)(=O)c2ccc(Cl)c(C(F)(F)F)c2)CC(C)O1` (stereo not drawn) gave H37Rv inhibition -4%, VEEV TC-83 Vero inactive, H1N1 NS1A inhibition 18%, tuberculosis growth -7% and Salmonella PhoP GFP -3%.

Brought forward from above: 4 entries; new compounds follow.
COc1ccc(CNC(=O)c2ccc(CS(=O)(=O)c3ccc(C)cc3)o2)cc1 was read as H37Rv inhibition -3%, VEEV TC-83 Vero 2.2%, H1N1 NS1A inhibition -14%, tuberculosis growth 15% and Salmonella PhoP GFP -5%.
`Cn1c2c(sc1=O)CCC2` gave VEEV TC-83 Vero inactive and H1N1 NS1A inhibition 4%.
Screening OCCN1CCN(c2nc3ccccc3nc2-c2ccccc2)CC1 returned H37Rv inhibition -2%, VEEV TC-83 Vero 1.5%, H1N1 NS1A inhibition -2%, tuberculosis growth 3% and Salmonella PhoP GFP 13%.
`CC1CN(S(=O)(=O)c2ccc(Cl)c(C(F)(F)F)c2)CC(C)O1` (stereo not drawn) gave H37Rv inhibition -4%, VEEV TC-83 Vero inactive, H1N1 NS1A inhibition 18%, tuberculosis growth -7% and Salmonella PhoP GFP -3%.
`Cc1c(NS(=O)(=O)c2cccs2)c(=O)n(-c2ccccc2)n1C` gave H37Rv inhibition -6%, VEEV TC-83 Vero inactive, H1N1 NS1A inhibition 24%, tuberculosis growth -4% and Salmonella PhoP GFP 2%.
`O=S(=O)(Nc1ccc(Cl)cc1)c1ccc2c(c1)CCO2` gave H37Rv inhibition 3%, VEEV TC-83 Vero inactive, H1N1 NS1A inhibition -2%, tuberculosis growth 7% and Salmonella PhoP GFP -4%.
For O=C(NCC1CCCO1)c1cnc(Cl)c(Cl)c1 (stereo not drawn) the results were H37Rv inhibition 2%, VEEV TC-83 Vero 1.1%, H1N1 NS1A inhibition -11%, tuberculosis growth -1% and Salmonella PhoP GFP 7%.
Screening COc1ccc(NC(=O)c2cccc(S(=O)(=O)N3CCOCC3)c2)cn1 returned H37Rv inhibition -8%, VEEV TC-83 Vero 1.1%, H1N1 NS1A inhibition 5%, tuberculosis growth -7% and Salmonella PhoP GFP -1%.
For O=C(/C=C/c1ccc(O)c(O)c1)c1ccccc1O the results were H37Rv inhibition 6%, VEEV TC-83 Vero inactive, H1N1 NS1A inhibition 4%, tuberculosis growth 65% and Salmonella PhoP GFP 10%.
Screening Cc1c(NC(=S)Nc2ccccc2C(F)(F)F)cccc1[N+](=O)[O-] returned H37Rv inhibition 7%, VEEV TC-83 Vero inactive, H1N1 NS1A inhibition 28%, tuberculosis growth 53% and Salmonella PhoP GFP -3%.
`CN1CCN(S(=O)(=O)c2ccc(NC(=O)c3cccc(F)c3)cc2)CC1` gave H37Rv inhibition 1%, VEEV TC-83 Vero 0.6%, H1N1 NS1A inhibition -2%, tuberculosis growth 8% and Salmonella PhoP GFP -6%.
For Cc1ccc(Cl)cc1N1CCN(Cc2nc3ccsc3c(=O)[nH]2)CC1 the results were H37Rv inhibition 83µM*, VEEV TC-83 Vero 3.7%, H1N1 NS1A inhibition -10%, tuberculosis growth 78% and Salmonella PhoP GFP 6%.
Fc1ccc(-c2csc(N3CCSCC3)n2)cc1 was read as H37Rv inhibition 2%, VEEV TC-83 Vero 0.2%, H1N1 NS1A inhibition 5%, tuberculosis growth -26% and Salmonella PhoP GFP 2%.
For CC1CC(C)CN(C(=O)COC(=O)c2cc(S(=O)(=O)N3CCOCC3)ccc2F)C1 (stereo not drawn) the results were H37Rv inhibition 6%, VEEV TC-83 Vero 8.0%, H1N1 NS1A inhibition -13%, tuberculosis growth -1% and Salmonella PhoP GFP -1%.
CCC1(CC)Cc2ccccc2C(=C(C#N)C#N)N1 was read as H37Rv inhibition 5%, VEEV TC-83 Vero 7.6%, H1N1 NS1A inhibition -7%, tuberculosis growth 8% and Salmonella PhoP GFP 6%.
Screening CCn1c(=N)c(S(=O)(=O)c2ccccc2)cc2c(=O)n3ccccc3nc21 returned H37Rv inhibition -3%, VEEV TC-83 Vero 2.8%, H1N1 NS1A inhibition -1%, tuberculosis growth 0% and Salmonella PhoP GFP -14%.
`Cc1nn(CCO)c2c1C(=O)CCC2` gave H37Rv inhibition 2%, VEEV TC-83 Vero 1.2%, H1N1 NS1A inhibition -6%, tuberculosis growth -1% and Salmonella PhoP GFP -18%.
Screening Clc1ccc2c(NCc3ccco3)ncnc2c1 returned H37Rv inhibition -4%, VEEV TC-83 Vero 0.4%, H1N1 NS1A inhibition -1%, tuberculosis growth 10% and Salmonella PhoP GFP -1%.
COc1cc2c(cc1NC(=O)COC(=O)CNS(=O)(=O)c1ccc(C)cc1)oc1ccccc12 was read as H37Rv inhibition 21%, VEEV TC-83 Vero 0.8%, H1N1 NS1A inhibition -2%, tuberculosis growth 19% and Salmonella PhoP GFP 15%.
For NCCNC(=O)Cc1ccc(NC(=O)Cc2ccc(Nc3ncnc4c3ncn4[C@@H]3O[C@H](CO)[C@@H](O)[C@H]3O)cc2)cc1 the results were H37Rv inhibition 0%, VEEV TC-83 Vero inactive, H1N1 NS1A inhibition 6%, tuberculosis growth 5% and Salmonella PhoP GFP -1%.
Screening CN(CCN1CCOCC1)C(=O)CC1C(=O)NCCN1Cc1ccccc1F (stereo not drawn) returned H37Rv inhibition 3%, VEEV TC-83 Vero 1.7%, H1N1 NS1A inhibition 17%, tuberculosis growth -8% and Salmonella PhoP GFP -6%.
For Cc1ccc(C(=O)OCC(=O)c2ccc(Cl)s2)s1 the results were H37Rv inhibition inconclusive, VEEV TC-83 Vero 2.5%, H1N1 NS1A inhibition 1%, tuberculosis growth inconclusive and Salmonella PhoP GFP -13%.
For CNC(=O)c1ccc(-c2nc(-c3ccccc3)cs2)cc1 the results were H37Rv inhibition 32%, VEEV TC-83 Vero 8.1%, H1N1 NS1A inhibition -1%, tuberculosis growth 25% and Salmonella PhoP GFP 0%.
Screening C(=N\Nc1ncnc2sc3c(c12)CCC3)/c1ccncc1 returned VEEV TC-83 Vero 7.5%, H1N1 NS1A inhibition 14%, tuberculosis growth 67% and Salmonella PhoP GFP -9%.
Cc1c(NS(=O)(=O)c2cc(NC(=O)CCN3CCCC(C)C3)ccc2Cl)c(=O)n(-c2ccccc2)n1C (stereo not drawn) was read as H37Rv inhibition -8%, VEEV TC-83 Vero 0.8%, H1N1 NS1A inhibition -3%, tuberculosis growth -4% and Salmonella PhoP GFP 2%.
`Cc1cc(NC(=O)Nc2ccc(F)c(Cl)c2)no1` gave H37Rv inhibition -1%, VEEV TC-83 Vero 2.4%, H1N1 NS1A inhibition -10%, tuberculosis growth -7% and Salmonella PhoP GFP -7%.
`Oc1ccc(-c2n[nH]c(=S)n2-c2ccc3c(c2)OCCO3)cc1` gave H37Rv inhibition 6%, VEEV TC-83 Vero 0.5%, H1N1 NS1A inhibition -2%, tuberculosis growth -18% and Salmonella PhoP GFP -6%.
Cc1ccc(N2Cc3ccccc3OC(C)C2=O)cc1 (stereo not drawn) was read as H37Rv inhibition -4%, VEEV TC-83 Vero 0.4%, H1N1 NS1A inhibition -12% and tuberculosis growth 16%.
COc1ccccc1-n1nnnc1SCc1ccccc1 was read as H37Rv inhibition -3%, VEEV TC-83 Vero 5.5%, H1N1 NS1A inhibition -7%, tuberculosis growth 23% and Salmonella PhoP GFP 5%.
Screening CCCCNC(=S)N(C)/N=C/c1c(C)[nH]c2ccccc12 returned H37Rv inhibition -2%, VEEV TC-83 Vero 2.0%, H1N1 NS1A inhibition -3%, tuberculosis growth 26% and Salmonella PhoP GFP -21%.
CCOC(=O)N1CCN(S(=O)(=O)c2ccc(C(=O)NNc3nc4ccc(Cl)cc4s3)cc2)CC1 was read as H37Rv inhibition -6%, VEEV TC-83 Vero inconclusive, H1N1 NS1A inhibition 23%, tuberculosis growth 53% and Salmonella PhoP GFP -1%.
Screening CN1C(=O)C(=Cc2ccc(N3CCCCCC3)cc2)C(=O)N(C)C1=O returned H37Rv inhibition 69%, VEEV TC-83 Vero inactive, H1N1 NS1A inhibition 1%, tuberculosis growth 1% and Salmonella PhoP GFP -38%.
Cc1cccc(OCC(=O)Nc2ccc(C(=O)NCc3cccnc3)cc2)c1 was read as H37Rv inhibition -18%, tuberculosis growth 11% and Salmonella PhoP GFP -3%.
Screening N#Cc1ccccc1NC(=S)NC(=O)C1CCC1 returned H37Rv inhibition 2%, VEEV TC-83 Vero 1.3%, H1N1 NS1A inhibition -2%, tuberculosis growth -7% and Salmonella PhoP GFP -1%.
`COc1ccc(OC)c(NC(=O)COC(=O)c2c3c(nc4ccccc24)CCCC3)c1` gave VEEV TC-83 Vero 4.7%, H1N1 NS1A inhibition 3% and Salmonella PhoP GFP -5%.
`Fc1ccc(-c2ccc(/C=N/n3cnnc3)o2)cc1` gave H37Rv inhibition -5%, VEEV TC-83 Vero 0.7%, H1N1 NS1A inhibition -20%, tuberculosis growth 9% and Salmonella PhoP GFP 2%.
Screening O=C(c1ccc2c(c1)OCCO2)C1CCN(C(=O)c2ccc(F)cc2)CC1 returned H37Rv inhibition -7%, VEEV TC-83 Vero inactive, H1N1 NS1A inhibition -2%, tuberculosis growth 7% and Salmonella PhoP GFP -6%.
For O=C(NCCSCc1ccco1)Nc1cc(Cl)cc(Cl)c1 the results were H37Rv inhibition inconclusive, VEEV TC-83 Vero 2.1%, H1N1 NS1A inhibition -2%, tuberculosis growth 43% and Salmonella PhoP GFP 17%.
